RAD52 inh: blocks human RAD52 DNA annealing. AID 651710. inhibition, % at 18.7 µM. hit rate 0.46% among 360,000. recombinant RAD52 DNA annealing, FRET fluorescence. P43351;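 active = every replicate showing at least 50% inhibition; inconclusive = mean inhibition at least 50% but not in every replicate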
Target sequence (P43351 whole entry, looked up): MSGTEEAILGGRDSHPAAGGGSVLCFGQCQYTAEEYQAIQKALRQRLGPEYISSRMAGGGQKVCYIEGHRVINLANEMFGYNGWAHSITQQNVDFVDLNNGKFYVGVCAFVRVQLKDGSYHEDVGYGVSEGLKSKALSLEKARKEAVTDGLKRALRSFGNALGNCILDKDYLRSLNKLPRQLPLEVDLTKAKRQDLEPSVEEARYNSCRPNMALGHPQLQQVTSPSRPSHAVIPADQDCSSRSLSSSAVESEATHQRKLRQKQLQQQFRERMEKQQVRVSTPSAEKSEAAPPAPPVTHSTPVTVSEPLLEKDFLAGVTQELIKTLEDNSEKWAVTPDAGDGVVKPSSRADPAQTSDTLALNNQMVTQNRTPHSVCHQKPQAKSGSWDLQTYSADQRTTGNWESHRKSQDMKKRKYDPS
DENV2 CPE: DENV2-induced cell death inhibition. DENV2-infected cells, cytopathic effect rescue, plate reader. AID 651640. CPE inhibition, % at 9.99 µM. hit rate 1.7% among 350,000; in the data active = CPE inhibition above about 20%, passing the limit was not always enough; inconclusive = no clear call, values can overlap the other calls; tested in BHK-21 cells;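 also: 0% = median of neutral control wells and 100% = median of positive control wells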
E-selectin induc: E-selectin induction on HUVECs; HUVEC E-selectin immunofluorescence imaging; normalized: neutral wells 0, TNF-alpha wells 100; P16581; activation, % at 7.58 µM; hit rate 0.37% among 260,000; AID 686992;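 active = mean E-selectin-positive cell signal at least 10% of the positive control, reached in at least 60% of replicates, without over 20% cell loss; inconclusive = no rule given, readout overlaps actives, possibly toxicity-flagged; inactive = the rest, including those meeting only one limit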;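 also: in these data hits start at about 27%; measured in HUVEC primary endothelial cells; signal is the percent of cells scored E-selectin positive by PE staining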
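Read-out basis: % PE-positive cells; Test system: HUVEC primary endothelial cells; Technique: immunofluorescence imaging; Dosing: single-point compound dose.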
RAD54 inh: blocks human RAD54 Holliday junction branch migration | Q92698 | FAM/BHQ fluorescence | inhibition, % at 10.4 µM | hit rate 0.14% among 360,000;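 active = mean normalized replicate activity at least 40 and at least half of replicates scoring 40 or more; inconclusive = only one of the two criteria met; inactive = mean below 40 and under half of replicates reaching 40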;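 also: 0% = median of neutral control wells and 100% = median of positive control wells; inhibitors cause a drop in the FAM fluorescence signal; in these data hits start at about 50%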
Xi reactivation: activators of X-chromosome reactivation in mouse fibroblasts; XiGFP mouse fibroblasts, % GFP-positive cells imaging, 3 d; cells co-treated with 5-aza-dC sensitizer; scaled so ellipticine positive control = 100%; activation, % at 7.58 µM; hit rate 0.055% among 360,000;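 active = mean normalized replicate activation at least 10% and every replicate at or above 10%; inconclusive = only one of the two criteria met; inactive = mean below 10% and not all replicates reach 10%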;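 also: 0% = median of on-plate neutral control wells and 100% = ellipticine 6 µM median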
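Schedule: 3 d treatment, 15 min room-temperature fixation; system: 68-5-11 XiGFP fibroblast line; buffer or medium: DMEM plus 5-aza-dC sensitizer; control set: ellipticine 6 µM positive control; compound: one concentration, pinned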
Casp6 inh: inhibitors of human caspase-6; P55212; purified caspase-6, Z-VEID-R110 cleavage fluorescence; inhibition, % at 12.5 µM; hit rate 0.53% among 350,000;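 active = mean inhibition across replicates at least about 35%, with every replicate also reaching that limit, limit read from the data; inconclusive = only one of the two criteria met; inactive = neither criterion met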;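 also: 0% = median of neutral control wells and 100% = no fluorescence left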
Target sequence (P55212 24-179 limits assumed): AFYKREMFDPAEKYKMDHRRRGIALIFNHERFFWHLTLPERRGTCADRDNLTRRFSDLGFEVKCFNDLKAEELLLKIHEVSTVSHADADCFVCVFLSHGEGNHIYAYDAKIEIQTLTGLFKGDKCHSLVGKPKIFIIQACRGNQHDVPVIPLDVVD
Target sequence (P55212 194-293 limits assumed): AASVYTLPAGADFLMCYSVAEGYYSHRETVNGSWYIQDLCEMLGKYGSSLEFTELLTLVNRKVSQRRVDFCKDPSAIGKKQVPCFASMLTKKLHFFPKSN
GSIS activator: GLuc luminescence reporter in INS-1E cells, primary screen for activators of glucose-dependent secretion of insulin | hit rate 0.61% among 370,000 | INS-1E GLuc reporter insulin secretion, 2-3 h | AID 743287 | activation, % at 16.6 µM;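 active = lowest replicate activation of at least 40%, so every replicate reaches that level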;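 also: 0% = median of neutral control wells and 100% = median of IBMX positive control wells; some compounds called inactive have numbers as strong as hits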
CFTR F508del cor: CFTR F508del correction in bronchial cells | CFBE cells, YFP halide quenching; stimulated with forskolin plus potentiator P3; % fluorescence drop versus neutral controls | activity (quench increase), % at 7.58 µM | hit rate 0.36% among 350,000;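 active = mean added fluorescence quench of at least 8% versus neutral control, with both replicates also reaching 8%; inconclusive = only one of the mean or replicate conditions met; inactive = mean below 8% and not both replicates reaching 8%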;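 also: cells transiently co-express mutant CFTR-F508del with the halide-sensitive YFP; corrector assay measuring rescue of mutant channel to the surface after 24 h compound exposure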
* marks the source's active call; other numbers are inactive results; ? = inconclusive; nt = no result given; & = joins results of further samples.

SMILES	RAD52 inh	DENV2 CPE	E-selectin induc	RAD54 inh	Xi reactivation	Casp6 inh	GSIS activator	CFTR F508del cor
COc1cc(/C=N/NC(=O)CCN2CCN(C)CC2)cc2c1OCO2	0	?	0.5	5	0.0	-22	16	-1.0
O=C(COC(=O)Cn1cnc2ccccc21)Nc1ccccc1C(F)(F)F	3	-2	nt	-6	0.0	13	13	1.4
CCOC(=O)C1(CCOc2ccccc2)CCN(CC=C(C)C)CC1	-3	17	1.0	5	0.0	0	8	1.7
COc1ccc(CN(C)C(=O)Cn2cc(C)c(=O)[nH]c2=O)cc1OC	3	?	-0.2	-6	0.1	-2	44*	-3.1
Cc1noc(C)c1S(=O)(=O)Nc1ccc2c(c1)C(=O)N([C@@H](C)CO)C[C@H](C)[C@@H](CN(C)CC1CC1)O2	10	-6	nt	0	-0.4	-3	9	-0.7
Cc1ccc(NC(=O)N2CCSc3ccccc32)cc1	-11	-2	nt	-5	0.0	-1	3	-2.8
COc1ccc(CNC(=O)CSCc2c(F)cccc2Cl)cc1	-9	15	5.6	-6	0.2	-2	0	-1.3
CN=C1N(C)C[C@@H]2[C@@H]3C(=O)N(C)C(=O)[C@@H]3[C@](C)(C(=O)OC)N12	-8	-6	1.8	-7	0.2	0	6	-1.2
COc1ccc(NC(=O)N[C@@H]2CC[C@@H](CCNS(=O)(=O)c3cccc(Cl)c3)O[C@@H]2CO)cc1	7	114*	-0.3	2	0.7	1	-5	4.2
C=CCNC(=O)CN(c1cc(Cl)ccc1OC)S(=O)(=O)c1ccc(C)c([N+](=O)[O-])c1	-1	-6	0.0	nt	0.0	-7	nt	-1.2
CCOC(=O)C1CCN(C(=O)c2ccc3nc(-c4ccc(OC)cc4)c(-c4ccc(OC)cc4)nc3c2)CC1	-17	-3	nt	-9	-0.1	-1	-6	-1.0
Cc1cc(=O)[nH]c(-c2cccs2)n1	3	?	10.0	nt	0.2	-3	4	-0.1
O=S(=O)(NCCc1ccccn1)c1ccc(OC(F)(F)F)cc1	-11	2	nt	-7	0.3	-4	-4	-3.7
CO[C@@H]1CN(C)C(=O)c2cc(NS(C)(=O)=O)ccc2OC[C@H](C)N(C(=O)C2CCCCC2)C[C@H]1C	0	8	-0.3	6	0.2	-1	-3	1.6
CC(=O)c1ccc(NC(=O)C[n+]2ccc(N(C)C)cc2)cc1	3	-2	3.8	1	0.1	-31	0	-0.8
O=C(O)/C=C/c1ccc(S(=O)(=O)Nc2cccnc2)cc1	-10	?	nt	3	-0.1	0	nt	nt
CN(C)CC(=O)N[C@H]1C=C[C@@H](CC(=O)NCc2ccccc2F)O[C@@H]1CO	-16	-6	-0.5	6	1.1	1	5	-2.1
C[C@H]1CN([C@@H](C)CO)C(=O)c2cccc(NC(=O)Nc3ccc4c(c3)OCO4)c2O[C@H]1CN(C)C	1	4	nt	-1	1.3	-2	2	1.7
COCCNC(=O)/C(C#N)=C/c1cccc(/C=C(\C#N)C(=O)NCCOC)c1	-6	11	nt	nt	0.2	0	-31	-1.9
Cc1ccc(S(=O)(=O)N2C(=O)CCC2C(=O)O/N=C(\N)c2cccc([N+](=O)[O-])c2)cc1 (stereo not given)	-8	6	nt	6	0.4	1	7	-2.5
O=C(O)C(CCc1ccccc1)N1C(=O)c2ccccc2C1=O (stereo not given)	-20	-9	-0.9	-4	-0.1	0	-1	-0.7
C[C@H](CO)N1C[C@H](C)[C@H](CN(C)C)OCCCC[C@H](C)Oc2ccc(NS(=O)(=O)c3ccc(Cl)cc3)cc2C1=O	12	?	0.2	9	0.0	0	6	-0.2
O=C(NN1C(=O)NC2(CCCCC2)C1=O)c1ccc(-c2ccc([N+](=O)[O-])cc2)o1	-16	9	0.0	6	0.1	4	-18	-1.1
CCOC(=O)N(C)c1c(CC)nc2c(OCc3ccccc3OC)cccn12	-10	-3	0.5	10	-0.1	4	4	4.8
O=C(O)c1nn(CC(=O)N2CCCCCC2)c(=O)c2ccccc12	-16	1	2.8	nt	0.0	4	7	0.5
(further entries)
SMILES	RAD52 inh	DENV2 CPE	E-selectin induc	RAD54 inh	Xi reactivation	Casp6 inh	GSIS activator	CFTR F508del cor
C=CCNC(=S)NNC(=O)COc1c(Cl)cc(Cl)cc1Cl	nt	nt	0.3	0	-0.1	nt	11	nt
C[C@@H]1CCCCO[C@@H](CN(C)C(=O)Nc2ccc(C(F)(F)F)cc2)[C@H](C)CN([C@H](C)CO)C(=O)c2cc(NC(=O)c3ccccc3)ccc2O1	-30	4	0.3	-5	-1.0	-1	3	0.9
O=C(NCCN1CCN(c2cccc(Cl)c2)CC1)c1cccn2c(=O)c3ccccc3nc12	-7	2	3.0	nt	0.3	0	-11	0.6
CO[C@H]1CN(C)C(=O)c2ccc(NC(=O)C3CC3)cc2OC[C@@H](C)N(Cc2cncnc2)C[C@@H]1C	nt	nt	-0.1	nt	-0.2	nt	0	0.8
O=C(OCc1nnc(-c2ccccc2)o1)c1cccc(-n2cnnn2)c1	-13	-1	0.4	-9	0.0	-4	2	-1.8
COCC(=O)N1CC2(C1)CN(Cc1cccc(F)c1)[C@@H](CO)c1c2c2ccc(OC)cc2n1C	-31	8	-0.3	nt	0.1	-1	0	4.7
O=C(CCNC(=O)c1ccc(Cl)cc1)NCc1ccccc1Cl	-8	-6	0.3	2	0.3	0	-2	-0.6
C[C@H]1CN([C@@H](C)CO)C(=O)CCCn2nncc2CO[C@H]1CN(C)C(=O)c1ccncc1	-1&18&1	?	-0.1	-13&8&-2	0.2&0.1	4&3&1	-3	-3.8&0.1&0.2
O=C(CNS(=O)(=O)c1ccc(Br)cc1)NC1CCCC1	-13	-3	nt	-12	0.1	0	7	2.5
C[C@@H](O)C#Cc1ccc([C@H]2[C@@H](CO)N3CCCCN(S(=O)(=O)c4ccccc4)C[C@@H]23)cc1	-34	-10	1.0	1	0.1	-4	-7	-0.2
O=C(C[C@H]1C[C@@H]2c3cc(NS(=O)(=O)c4ccc(F)cc4)ccc3O[C@@H]2[C@@H](CO)O1)NCc1ccccc1	-9	8	0.5	2	0.0	-3	-11	-1.9
Cc1ccccc1S(=O)(=O)N1CC[C@H]2[C@H](CO)Nc3ccc(C#Cc4ccccc4)cc3[C@H]21	-12	?	-0.3	-13	0.1	-2	-33	4.7
C[C@H](CO)N1C[C@H](C)[C@H](CN(C)Cc2ccncc2)Oc2cc(C3=CCCCC3)ccc2S1(=O)=O	9	0	0.5	1	-0.9	-1	-7	-0.2
CCS(=O)(=O)N1Cc2ccccc2CC1C(=O)N(C)CC(=O)Nc1ccc(F)c(F)c1F (stereo not given)	-13	-1	nt	0	0.3	4	-9	-1.2
CCOc1ccc2[nH]c(=O)c(CN(CCc3ccccc3)C(=O)N3CCOCC3)cc2c1	-10	-3	nt	7	nt	1	0	-0.4
O=[N+]([O-])c1ccc(Sc2cccc3cccnc23)cc1	-1	nt	nt	3	nt	-5	7	1.4
OC[C@H]1[C@H](c2ccc(-c3ccccc3F)cc2)[C@H]2CN(Cc3cccnc3)CCCCN21	5	-6	-0.4	-9	0.0	47*	-17	-0.4
C[C@H]1CN([C@@H](C)CO)C(=O)c2cc(NC(=O)C3CCCCC3)ccc2O[C@H]1CN(C)C(=O)Nc1cccc2ccccc12	14	-5	-0.2	0	0.0	1	-8	1.4
COc1ccc(S(=O)(=O)N2CCN=C2SCc2cccc(F)c2)cc1	-3	7	0.1	4	-0.1	-1	-31	-1.5
COc1ccc(S(=O)(=O)N(C)c2ccc(C(=O)Nc3ccccc3C(=O)N3CCOCC3)cc2)cc1	-15	-1	nt	2	0.4	4	-23	0.6
Cc1ccc(N(CC(=O)NCc2ccc(F)cc2)C(=O)c2snc(C(N)=O)c2N)cc1C	-15	-1	0.2	-4	0.0	5	9	-0.5
Nn1c(Cc2ccccc2)nc2cc(Cl)ccc2c1=O	-6	5	0.3	-12	0.4	-4	6	1.3
O=[N+]([O-])c1ccc(NCc2ccccc2N2CCC(CO)CC2)nc1	-11	-5	-0.1	-1	0.0	6	10	-0.9
CCOC(=O)c1oc2ccc(S(=O)(=O)n3nc(-c4ccc(Cl)cc4)cc3N)cc2c1C	-3	-1	0.0	7	0.0	-8	nt	-1.5
C[C@H](CO)N1C[C@H](C)[C@@H](CN(C)C(=O)Cc2ccccc2)Oc2ncc(-c3ccccc3)cc2C1=O	12	1	0.2	-1	-0.6	0	-4	-0.2
(list continues)
SMILES	RAD52 inh	DENV2 CPE	E-selectin induc	RAD54 inh	Xi reactivation	Casp6 inh	GSIS activator	CFTR F508del cor
O=C(COC(=O)Cc1c(Cl)cccc1Cl)Nc1ccc2[nH]c(=O)[nH]c2c1	-11	-9	nt	-6	0.1	1	14	1.5
S=C(NCCN1CCOCC1)N1CCN(c2cccc(Cl)c2)CC1	-14	-5	nt	0	-0.1	-8	-9	1.6
O=C(O)c1cc(N/C(=N\S(=O)(=O)c2ccc(F)cc2)c2ccccc2)ccc1O	-12	-2	-0.1	-9	0.0	0	38	-1.2
O=C(COC(=O)c1ccc([N+](=O)[O-])cc1)Nc1cccnc1Cl	-10	-3	0.0	7	0.0	-3	7	0.5
C#CCN(C[C@@H]1[C@@H](OC(=O)NC2CC2)[C@@H](OC(=O)NC2CC2)CN(C(=O)OC(C)C)N1C(=O)OC(C)C)S(=O)(=O)c1ccc(C)cc1	-13	-4	-0.5	-3	0.3	3	4	-3.2
COc1ccc(NC(=O)C2CC(=O)N(C)C(=Nc3ccc4c(c3)OCO4)S2)cc1 (stereo not given)	-9	7	nt	nt	nt	5	-14	1.5
O=C(NC(=S)NCC1CCCO1)c1cccc([N+](=O)[O-])c1 (stereo not given)	nt	nt	-0.2	4	0.0	nt	33	nt
CN(CC(=O)Nc1ccc(N2CCOCC2)cc1)C(=O)c1cc(S(=O)(=O)N(C)C)ccc1Cl	-2	3	nt	-15	0.0	-2	6	1.9
Cc1ccc(N(C(=O)c2ccc(Br)o2)C2C=CS(=O)(=O)C2)cc1 (stereo not given)	-9	-1	nt	4	-0.1	0	6	-4.3
CC(C)NC(=O)C1(C)CCCCN1Cc1ccc(OCc2ccccc2)cc1 (stereo not given)	9	-4	-1.5	1	0.1	-2	-22	-1.4
COc1ccccc1N1CCN(C(=O)CCC(=O)N2CCN(c3ccccc3OC)CC2)CC1	-7	8	nt	9	-0.1	5	3	2.9
CCNC(=O)Nc1ccc2c(c1)C(=O)N(C)[C@H]1CC[C@@H](CC(=O)NCCN3CCCC3)O[C@@H]1CO2	nt	0	0.1	-3	0.2	nt	8	-5.0
COC(=O)c1cc(OC)nc2ccc(Br)cc12	1	-2	6.9	nt	0.2	-2	5	-1.3
CCNC(=O)C1(C)CCN(Cc2cccc(Oc3ccccc3)c2)C1 (stereo not given)	-67	-6	-1.6	-14	0.0	-2	-6	1.6
CC1CCC(NC(=O)c2ccc(NC(=O)CC3SC(N4CCCC4)=NC3=O)cc2)CC1 (stereo not given)	5	3	-0.1	2	5.4	-4	-6	-1.7

Rewritten with values under each structure: 2 of the compounds above
The line under a structure holds: RAD52 inh, DENV2 CPE, E-selectin induc, RAD54 inh, Xi reactivation, Casp6 inh, GSIS activator, CFTR F508del cor
CN(C)CC(=O)N[C@H]1C=C[C@@H](CC(=O)NCc2ccccc2F)O[C@@H]1CO
    -16, -6, -0.5, 6, 1.1, 1, 5, -2.1
Nn1c(Cc2ccccc2)nc2cc(Cl)ccc2c1=O
    -6, 5, 0.3, -12, 0.4, -4, 6, 1.3

Screening results: PubChem, Broad Institute
